CRFBP-R2 block – antagonists of CRF-BP/CRF-R2 complex, primary screen, cell-based, HEK293, calcium dye fluorescence, uHTS | CRF-induced calcium fluorescence | inhibition, % at 11.8 µM | 0.59% of 350,000 active | AID 588475, 2011;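 active means inhibition of the ligand-induced calcium signal above about 50% at the single tested concentration, limit read from the data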
GalR3 antagonist – GalR3 antagonists in HEK293 cells, primary screen, cell-based, fluorescence readout | inhibition, % at 3 µM | Galanin receptor type 3 (Homo sapiens), O60755 | AID 651719, 2012 | HEK293 GalR3-CNG cAMP membrane potential fluorescence; galR3 body fused to GalR1 C-terminus | 0.44% of 360,000 active;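 active means inhibition above the screen-wide average plus 3 SD, cut at about 13% in these data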;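 further: forskolin and galanin both at EC90 stimulate the cells; cAMP rise reported by CNG channel membrane potential dye signal; 0% = forskolin plus galanin with DMSO and 100% = forskolin alone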
Target sequence (O60755 1-299 limits assumed): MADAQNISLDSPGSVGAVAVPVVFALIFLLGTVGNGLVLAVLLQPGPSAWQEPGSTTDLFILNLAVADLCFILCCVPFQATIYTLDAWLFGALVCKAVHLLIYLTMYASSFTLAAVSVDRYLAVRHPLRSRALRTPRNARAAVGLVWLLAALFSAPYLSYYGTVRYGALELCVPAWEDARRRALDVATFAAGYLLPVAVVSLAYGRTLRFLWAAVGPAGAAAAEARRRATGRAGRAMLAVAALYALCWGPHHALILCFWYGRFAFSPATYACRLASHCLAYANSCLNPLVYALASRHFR
PHOSPHO1 inh – PubChem AID 1565 | Phosphoethanolamine/phosphocholine phosphatase (Homo sapiens), Q8TCT1 | recombinant PHOSPHO1, absorbance phosphatase assay | inhibition, % at 13.3 µM | 1.1% of 290,000 active; in the data active means inhibition above about 60%
Target sequence (Q8TCT1 whole entry, looked up): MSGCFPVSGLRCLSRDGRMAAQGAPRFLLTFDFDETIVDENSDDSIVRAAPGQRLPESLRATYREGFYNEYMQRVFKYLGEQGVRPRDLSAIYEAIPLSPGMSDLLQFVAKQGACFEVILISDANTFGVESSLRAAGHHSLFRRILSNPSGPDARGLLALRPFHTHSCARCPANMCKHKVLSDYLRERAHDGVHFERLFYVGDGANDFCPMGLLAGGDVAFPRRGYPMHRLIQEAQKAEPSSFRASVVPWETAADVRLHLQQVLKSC
MEKK3 PB1 HTS – modulators of MEKK3-MEK5 PB1 binding, primary screen, biochemical, wildtype MEKK3, multiplex bead flow cytometry, Alexa488-MEK5 | Mitogen-activated protein kinase kinase kinase 3 (Homo sapiens), Q99759 | bead-based flow cytometry, Alexa488-MEK5 binding to MEKK3; actives lie on both sides; 0 = blocked by unlabeled MEK5, 100 = vehicle | binding response (% of control), % at 10 µM | 1.4% of 290,000 active | AID 1529, 2009;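 active means binding response more than 3 SD above or below the average of its plate-row segment, actives on both sides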;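 further: Alexa488 bead fluorescence after subtracting the streptavidin-only scavenger bead signal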
CHRM4 PAM – human M4 muscarinic receptor positive allosteric modulators, primary screen, CHO-K1 cells, Fluo-8 calcium fluorescence; Muscarinic acetylcholine receptor M4 (Homo sapiens), P08173; CHO-K1 hM4/Gqi5, ACh EC20; 0% = ACh EC20, 100% = maximal ACh; activation, % at 3 µM; 0.4% of 360,000 active;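 active means activation above its plate's cutoff, the mean activation of sample wells plus 3 SD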; further: some results filed as inactive read as strong as hits
Target sequence (P08173 whole entry, looked up): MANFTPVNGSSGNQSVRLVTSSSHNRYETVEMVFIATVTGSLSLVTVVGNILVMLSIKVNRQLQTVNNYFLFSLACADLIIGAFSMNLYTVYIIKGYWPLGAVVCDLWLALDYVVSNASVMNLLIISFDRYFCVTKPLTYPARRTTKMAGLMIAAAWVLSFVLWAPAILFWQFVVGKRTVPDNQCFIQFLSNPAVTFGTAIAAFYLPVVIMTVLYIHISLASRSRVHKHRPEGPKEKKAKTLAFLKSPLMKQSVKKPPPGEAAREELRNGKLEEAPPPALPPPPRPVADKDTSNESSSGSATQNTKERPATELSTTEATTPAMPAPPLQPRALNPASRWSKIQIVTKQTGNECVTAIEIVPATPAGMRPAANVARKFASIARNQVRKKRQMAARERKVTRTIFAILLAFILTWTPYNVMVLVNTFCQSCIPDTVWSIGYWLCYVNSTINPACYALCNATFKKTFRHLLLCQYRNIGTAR
IDE cell inh – human IDE inhibitors in live cells, primary screen, fluorescence polarization, HEK cells, FAbetaB substrate. FAbetaB cleavage. inhibition, % at 5.59 µM. 0.41% of 320,000 active;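 active means percent inhibition above the average of all tested compounds plus 3 SD, set per screening campaign, cut at about 16% in these data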;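 further: IDE supplied by intact live HEK cells; FP after avidin binding of uncleaved biotin substrate so inhibition keeps polarization high; 0% = DMSO wells and 100% = 60 µM reference IDE inhibitor Ii1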
IDE cell activ – human IDE activators in live cells, primary screen, fluorescence polarization, HEK cells, FAbeta-B substrate; Insulin-degrading enzyme (Homo sapiens), P14735; FAbeta-B cleavage; 0% vehicle, 100% cell-free pure enzyme wells; activation, % at 5.96 µM; 0.073% of 340,000 active; AID 493087, 2011;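 active means activation above the mean of all tested compounds plus 3 SD, set per screening campaign, cut at about 17% in these data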
CRFBP-R2 agonist – agonists of CRF-BP/CRF-R2 complex, primary screen, cell-based, HEK293, calcium dye fluorescence, uHTS | CRF-binding protein / CRF receptor 2 complex (human) | calcium dye fluorescence (FLIPR); percent of saturating CRF peptide response | activation, % at 13.2 µM | 0.46% of 350,000 active | AID 588473, 2011;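 active means activation of at least 50%, plus an integration ratio under a set limit after plate pattern correction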;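 further: plate controls were neutral control wells without compound for no effect and CRF at EC100 for full effect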
p-CIP stab down – p/CIP-EGFP fusion destabilizers, primary screen, fluorescence, F442A cells; Q05BA5; decrease of EGFP signal, % at 10 µM; 16 h; 0.01% of 290,000 active;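 active means EGFP signal decrease of at least 30% at 10 µM or well 3 SD below plate mean, unless failing retest; inactive means the rest, including hits failing retest or dose response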; further: some compounds called inactive have numbers as strong as hits; many of its hits are not listed in these tables
* hit, by the source's call; · = not tested or not shown.

The opening 7 compounds, to show the layout:
SMILES	CRFBP-R2 block	GalR3 antagonist	PHOSPHO1 inh	MEKK3 PB1 HTS	CHRM4 PAM	IDE cell inh	IDE cell activ	CRFBP-R2 agonist	p-CIP stab down
CC(C)(C)C(=O)NC(=S)NNC(=O)c1ccncc1	13	-5	20	95	2	-2	3	1.4	-2
CN(C)CCOCCOc1ccc(Cl)c2ccccc12	7	-11	30	78	8	-7	11	-2.4	19
Cc1nnc(SCC(=O)N(Cc2ccccc2)C(C)C)n1-c1ccccc1	-3	-4	5	101	-5	4	0	-0.4	4
COc1ccc(C/C(C)=N/NC(=S)Nc2ccc(C(C)C)cc2)cc1	25	-1	-12	123	0	-2	-8	-2.4	-20
CCN1C(=O)c2cccc3c(S(=O)(=O)Nc4c(C)n(C)n(-c5ccccc5)c4=O)ccc1c23	-5	0	27	102	2	2	3	0.9	-6
Cc1ccc(COC(=O)c2nn(C)c(=O)c3ccccc23)cc1	-1	-5	-10	111	-1	0	0	-0.8	-6
COc1ccc(/C=N/O)cc1COc1ccc(NC(C)=O)cc1	14	0	-10	100	-7	3	4	-1.9	-5

The list itself, from the start:
SMILES	CRFBP-R2 block	GalR3 antagonist	PHOSPHO1 inh	MEKK3 PB1 HTS	CHRM4 PAM	IDE cell inh	IDE cell activ	CRFBP-R2 agonist	p-CIP stab down
CC(C)(C)C(=O)NC(=S)NNC(=O)c1ccncc1	13	-5	20	95	2	-2	3	1.4	-2
CN(C)CCOCCOc1ccc(Cl)c2ccccc12	7	-11	30	78	8	-7	11	-2.4	19
Cc1nnc(SCC(=O)N(Cc2ccccc2)C(C)C)n1-c1ccccc1	-3	-4	5	101	-5	4	0	-0.4	4
COc1ccc(C/C(C)=N/NC(=S)Nc2ccc(C(C)C)cc2)cc1	25	-1	-12	123	0	-2	-8	-2.4	-20
CCN1C(=O)c2cccc3c(S(=O)(=O)Nc4c(C)n(C)n(-c5ccccc5)c4=O)ccc1c23	-5	0	27	102	2	2	3	0.9	-6
Cc1ccc(COC(=O)c2nn(C)c(=O)c3ccccc23)cc1	-1	-5	-10	111	-1	0	0	-0.8	-6
COc1ccc(/C=N/O)cc1COc1ccc(NC(C)=O)cc1	14	0	-10	100	-7	3	4	-1.9	-5
Cc1cc(C)c(NC(=S)NC(=O)c2c(Cl)c(C)nn2C)c([N+](=O)[O-])c1	18	-6	0	94	4	-4	-2	-0.8	4
Cc1ccc(C(=O)NC2CCCCC2)cc1	6	1	37	97	-2	-1	4	-2.0	-9
COC(=O)c1ccc(Oc2nc(C(N)=O)cc(-c3ccccc3)n2)cc1	-35	-5	-7	96	-4	-2	-2	0.2	-2
Cc1cccc(NC(=O)C(C)SCc2nc3sc(C)c(C)c3c(=O)[nH]2)n1 (stereo unspecified)	1	0	36	101	-2	0	3	0.1	-18
O=C(NC(=S)NCc1ccccc1)C1CCCCC1	-12	-3	51	102	4	-1	-2	4.2	-8
Nc1ccc(-c2cc(N)n(-c3ccccc3)n2)cc1	8	-7	-8	101	0	-3	1	-0.1	-24
CCc1ccccc1NC(=O)CSc1nc2ccccc2nc1N1CCOCC1	-26	·	28	102	7	-3	3	-8.4	1
CCN(CC)CCn1c2c(c(SCC(=O)Nc3cccc4ccccc34)nc1=O)CCC2	-6	-1	·	·	-2	-7	-1	-1.3	·

Some of these compounds in order of their number in MEKK3 PB1 HTS, low to high:
Compound	CRFBP-R2 block	GalR3 antagonist	PHOSPHO1 inh	MEKK3 PB1 HTS	CHRM4 PAM	IDE cell inh	IDE cell activ	CRFBP-R2 agonist	p-CIP stab down
CN(C)CCOCCOc1ccc(Cl)c2ccccc12	7	-11	30	78	8	-7	11	-2.4	19
Cc1cc(C)c(NC(=S)NC(=O)c2c(Cl)c(C)nn2C)c([N+](=O)[O-])c1	18	-6	0	94	4	-4	-2	-0.8	4
Cc1ccc(COC(=O)c2nn(C)c(=O)c3ccccc23)cc1	-1	-5	-10	111	-1	0	0	-0.8	-6

(listing goes on)
SMILES	CRFBP-R2 block	GalR3 antagonist	PHOSPHO1 inh	MEKK3 PB1 HTS	CHRM4 PAM	IDE cell inh	IDE cell activ	CRFBP-R2 agonist	p-CIP stab down
Cc1ccc([C@@H]2[C@@H]3C(=O)N(C)C(=O)[C@@H]3[C@]3(Cc4ccccc4)C(=O)N(Cc4ccccc4)CC(=O)N23)o1	-7	-4	-41	99	4	-2	2	2.2	4
CC(=O)c1c(C)[nH]c(C(=O)Nc2ccc(C)c(C)c2)c1C	-5	6	0	102	11	2	-2	0.1	-4
O=C(CNC(=O)c1cccc(Cl)c1)NCC(c1cccs1)N1CCOCC1 (stereo unspecified)	0	1	·	·	11	-3	-2	-0.4	·
CCn1c(C)cc2c(c1=O)C(c1ccncc1)C(C#N)=C(N)O2 (stereo unspecified)	11	-5	8	103	11	1	-1	0.0	0
CCc1nn2c(=O)cc(COC(=O)c3ccc(SC)cc3OC)nc2s1	8	1	·	·	8	0	5	-0.6	·
O=C(NN1CCOCC1)c1ccccc1	-5	-1	10	100	12	6	13	2.0	-14
Cc1ccc(S(=O)(=O)N2CCC(=O)c3ccccc32)cc1	-6	-4	·	·	-5	·	·	-0.9	·
C/C=C/C(=O)OCC(=O)Nc1cccc(F)c1	-7	-6	3	97	2	-5	-1	0.5	2
CC(=O)Nc1ccc(NC(=O)Cn2cnc3c(nnn3Cc3ccc(F)cc3)c2=O)cc1	12	-2	38	101	1	-2	3	-0.6	-12
COc1ccc(Cl)cc1S(=O)(=O)N1CCN=C1Cc1ccccc1	-6	-2	27	100	3	-2	10	-1.4	2
C=CCn1c(C)cc(-c2csc(NC)n2)c1C	10	-2	-95	85	9	·	-2	15	-42
Cc1ccccc1NC(=S)N(CCN1CCCCCC1)Cc1cccs1	-1	-1	24	104	-16	4	0	-0.3	-5
O=C(NCCOc1ccc(Cl)cc1)c1ccc2ccccc2n1	-7	-5	-6	107	5	4	2	3.9	2
CCCCOn1c(C)c(C(=O)OCC)c2c3nonc3ccc21	-54	-1	·	99	-6	0	3	5.6	·
Cc1nn(C)c(C)c1NC(=O)CSc1nc(-c2ccccc2Cl)nc2c1cnn2-c1ccccc1	13	-3	14	110	5	8	1	-2.7	7
Cc1cc2nc(NCCCO)n(CC(=O)c3cc(C(C)(C)C)c(O)c(C(C)(C)C)c3)c2cc1C	-18	-3	·	·	12	-6	12	-1.7	·
N/C(=N\OC(=O)c1cccc(Cn2cc(C(F)(F)F)ccc2=O)c1)c1ccc(Cl)cc1	-6	0	37	105	-2	-5	·	-0.2	-14
Cc1cccc(-n2c(SCC(=O)O)nc3sc4c(c3c2=O)CCC4)c1	12	7	16	100	12	3	5	6.6	0
COc1cccc(NS(=O)(=O)c2ccc(-n3cccn3)cc2)c1	-14	-2	10	107	-12	4	-1	-1.3	-11
CCc1ccc(-c2cc(C)no2)cc1S(=O)(=O)N1CCN(c2ccccc2F)CC1	-14	0	7	98	3	-9	0	0.7	6
O=C(CSc1n[nH]c(=O)n1-c1ccccc1)Nc1ccccc1	7	1	4	104	-2	-1	·	0.6	-14
COc1cccc(NC(=O)CN2C(=O)NC(c3ccccc3)(c3ccccc3)C2=O)c1	-34	-7	6	103	2	3	-3	4.6	-8
CC(C)N1C(=O)CSC1c1ccc(Br)cc1 (stereo unspecified)	-2	-6	42	121	-4	-2	4	0.4	8
Cc1ccc2nc(-c3cccc(NC(=O)c4ccc5c(c4)OCCO5)c3)oc2c1	8	-3	-21	99	9	-1	-6	3.6	-14
O=C(O)c1cc(S(=O)(=O)N2CCCCC2)ccc1N1CCOCC1	8	-5	·	·	5	1	1	-1.4	·
O=C(OCCc1cc2ccccc2c(=O)o1)c1cccc(Br)c1	-9	-7	·	·	0	2	4	1.7	·
Cc1ccc(NC(=O)CSc2ccc(-c3cccnc3)nn2)c(C)c1	7	1	73*	100	7	4	2	-1.4	-21
COc1ccc(CNC(=O)c2noc(C(C)C)c2[N+](=O)[O-])cc1	26	-8	-24	95	5	6	1	-0.6	-8
O=C(Nc1nnc(C(F)(F)F)s1)c1ccc(Br)s1	54*	-4	29	101	-4	4	4	98*	-23
CCOC(=O)c1oc2cc(O)ccc2c(=O)c1-c1ccc(OC)cc1	30	-3	8	104	11	-1	5	3.0	5
CC1(C)CC(=O)C(C=NCCN2CCN(C(=S)NC3CCCCC3)CC2)=C(O)C1	-3	-11	-6	103	10	-2	4	0.3	8
COc1ccc(S(=O)(=O)N(C)C)cc1NC(=O)COC(=O)CC1CCCC1	-5	-10	-11	·	-4	5	5	-1.8	-34
Cc1cc(NC(=O)Nc2ccc(Cl)cc2)n(-c2ccccc2)n1	6	-5	36	91	-4	4	2	-0.2	-7
O=[N+]([O-])c1cc(/C=N/n2cnnc2)ccc1N1CCCC1	12	0	27	85	-4	-2	4	-2.2	-12
CCOc1ccc(C(=O)OCCN(C)C)cc1	-1	5	0	99	1	3	-1	-0.7	5
NC(=O)C1CCN(C(=O)c2ccc(NS(=O)(=O)c3ccc(F)c(F)c3)cc2)CC1	1	-3	·	·	0	-1	3	1.4	·
O=C(c1ccccc1)N1CCN(C2CCCCCC2)CC1	-6	3	6	105	2	7	5	-0.7	-9
CCN(CC)CCNC(=O)C(C)c1nn(CC)c(=O)c2ccccc12 (stereo unspecified)	2	·	6	106	-6	2	-4	-0.2	-10
O=C(O)C(Cc1c[nH]c2ccccc12)N1CCS(=O)(=O)CC1 (stereo unspecified)	-33	-4	-16	103	11	-1	-1	2.0	9
O=P(C1=C(N2CCOCC2)/C(=C\c2ccccc2)CC1)(N1CCOCC1)N1CCOCC1	14	2	19	104	1	10	5	-0.9	-16
Fc1ccc(N2CCN(C(=S)NCC3CCCO3)CC2)cc1 (stereo unspecified)	10	-6	4	112	0	5	-2	-0.8	8
O=C1C(Cl)=C(NCCc2ccccc2)C(=O)N1CCc1ccccc1	-35	0	15	101	-3	-1	4	1.5	-7
COc1ccc(-c2oc3ccc(-c4ccc(OC)nc4)cc3c2C#CC2(O)CCCCC2)cc1	-3	-2	-13	102	8	3	0	0.1	-6
CCNS(=O)(=O)c1ccc(NC(=O)Nc2ccc3c(c2)OCO3)cc1	-10	-2	6	99	-6	-2	2	-1.2	14
CC(=O)c1ccc(NC(=O)CSc2nnc(Cn3c(=O)sc4ccccc43)n2C)cc1	3	-1	-17	100	-3	5	-3	-1.1	7
CCSc1nnc(NC(=O)C2CC(=O)N(Cc3ccc(C)cc3)C2)s1 (stereo unspecified)	1	-5	0	102	-7	4	9	0.3	15
Cc1csc(=NC(=O)c2ccccc2)n1C	-2	-5	1	109	1	4	3	0.3	-9

Assay outcomes: PubChem, several laboratories
